KDM5B inhibitor – KDM5B demethylase inhibition; Q9UGL1; KDM5B demethylase, FDH-coupled NADH fluorescence (FDH is formaldehyde dehydrogenase); Potency, µM (doses to about 57.7 µM), inactives show at the highest dose activity change, negative = inhibition, usual class: inhibitors; actives 2.6% (n = 220,000); AID 1347165; active = well fitted inhibition curve with a large enough effect; inconclusive = small, poorly fitted or top-dose-only effect; inactive = no such curve, though single readings can be large or run the other way; note: 0% is about no effect; nearly all actives have a fitted effect of over 70% in size
Target sequence (Q9UGL1 whole entry, looked up): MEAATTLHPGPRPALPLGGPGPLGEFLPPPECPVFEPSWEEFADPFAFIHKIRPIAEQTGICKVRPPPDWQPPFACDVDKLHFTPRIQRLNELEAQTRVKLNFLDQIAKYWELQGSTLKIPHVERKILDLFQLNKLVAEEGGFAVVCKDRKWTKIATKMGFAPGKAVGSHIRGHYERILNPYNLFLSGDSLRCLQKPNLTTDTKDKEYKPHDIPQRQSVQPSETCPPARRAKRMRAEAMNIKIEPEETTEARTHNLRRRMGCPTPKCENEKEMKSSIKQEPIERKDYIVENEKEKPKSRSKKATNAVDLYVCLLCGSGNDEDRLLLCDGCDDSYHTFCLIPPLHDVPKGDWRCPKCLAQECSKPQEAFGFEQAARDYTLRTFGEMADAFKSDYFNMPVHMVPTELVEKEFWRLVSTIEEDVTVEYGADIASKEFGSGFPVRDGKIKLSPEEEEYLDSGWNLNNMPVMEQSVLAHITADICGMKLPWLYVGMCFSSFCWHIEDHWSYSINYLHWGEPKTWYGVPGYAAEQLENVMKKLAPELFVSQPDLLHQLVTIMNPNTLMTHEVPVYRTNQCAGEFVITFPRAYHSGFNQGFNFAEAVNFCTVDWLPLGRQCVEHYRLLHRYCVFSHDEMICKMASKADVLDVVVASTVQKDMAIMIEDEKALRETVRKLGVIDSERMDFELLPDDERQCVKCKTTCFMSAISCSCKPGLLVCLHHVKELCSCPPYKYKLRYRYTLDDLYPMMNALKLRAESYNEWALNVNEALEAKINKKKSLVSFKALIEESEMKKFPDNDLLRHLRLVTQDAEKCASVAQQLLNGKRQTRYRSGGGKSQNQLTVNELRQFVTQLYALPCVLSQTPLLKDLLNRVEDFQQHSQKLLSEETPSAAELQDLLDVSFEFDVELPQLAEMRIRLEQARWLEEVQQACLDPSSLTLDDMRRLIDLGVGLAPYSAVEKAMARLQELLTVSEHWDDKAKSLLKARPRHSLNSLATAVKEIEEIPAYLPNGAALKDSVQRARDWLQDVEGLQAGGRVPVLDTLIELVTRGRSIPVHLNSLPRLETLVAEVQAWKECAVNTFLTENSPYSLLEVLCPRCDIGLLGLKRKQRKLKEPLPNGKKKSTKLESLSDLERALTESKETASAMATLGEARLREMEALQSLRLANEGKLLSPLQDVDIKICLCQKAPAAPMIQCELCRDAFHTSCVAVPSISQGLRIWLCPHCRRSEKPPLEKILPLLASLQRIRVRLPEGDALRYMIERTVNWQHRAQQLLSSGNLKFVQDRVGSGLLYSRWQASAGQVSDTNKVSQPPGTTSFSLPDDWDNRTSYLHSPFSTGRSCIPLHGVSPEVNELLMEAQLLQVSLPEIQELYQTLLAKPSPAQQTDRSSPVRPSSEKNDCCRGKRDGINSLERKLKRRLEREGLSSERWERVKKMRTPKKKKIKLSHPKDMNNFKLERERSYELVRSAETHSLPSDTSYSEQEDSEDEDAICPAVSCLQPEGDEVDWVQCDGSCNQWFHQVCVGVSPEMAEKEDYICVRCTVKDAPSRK
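Compound dilutions met 200 nM (final) KDM5BΔAP for 10 min at room temperature before substrate addition. The substrate mix held 12.5 µM H3K4me3 with cofactors 25 µM α-ketoglutarate and 50 µM Fe²⁺. NADH signal gain over 30 min defined activity.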
An asterisk follows results filed as active; ? = inconclusive; & = joins results of further samples; [ ] = remark or other dose. Potency is the fitted concentration of half-maximal effect.

A first look:
KDM5B inhibitor	Molecule
-29%	Cc1cnc(C(=O)Oc2ccc(C#N)cc2)cn1
-8%[86.2 µM]	CNC(=O)[C@@H](Cc1ccccc1)N1CCC[C@H]1C(=O)N1CCN(C)CC1
-2%	CCCCCN(C(=O)CCC(=O)OCC(=O)NCc1ccc(OC)cc1)c1c(N)n(CCCC)c(=O)[nH]c1=O
-4%	COc1ccc(C(=O)Oc2cccc(C)c2)cc1Br
?	C[C@H](C(=O)N(C)CCC#N)C1CC[C@@]2(C)Cc3sc(NC(=O)c4cccn4C)nc3[C@@H](C)[C@@H]2[C@H]1O (stereo partly specified)
-12%	COC(=O)c1ccc(C2C(C(=O)Nc3ccccc3)=C(C)Nc3nc4ccccc4n32)cc1 (stereo unspecified)
5%	Cc1ccc(-c2nnc(Nc3cccc(Cl)c3)c3ccccc23)cc1S(=O)(=O)N1CCOCC1
26%	COc1ccc(Oc2c(C)oc3cc(OS(C)(=O)=O)ccc3c2=O)cc1
10%	CC1CCCCC1NC(=O)C1CCN(c2c3c(nc4ncnn24)CCC3)CC1 (stereo unspecified)
23%	O=C(OCc1ccc([N+](=O)[O-])cc1)C1CC2CCCC(C1)C2=O (stereo unspecified)
7%	Cc1nc2ccccc2n1N
-1%	O=C(CNC(=O)NCc1ccccc1)NCc1cccc(C(F)(F)F)c1
?	CC(=O)Oc1ccc(-c2cc3ccc(OC(C)=O)cc3oc2=O)cc1
?	Cc1ccc(S(=O)(=O)N2CCN(c3nc4ccccc4nc3-n3nc(C)cc3C)CC2)cc1
16%	CCC(COC)NC(=O)c1ccccc1OC1CCN(C(=O)COC)CC1 (stereo unspecified)

The listing, previewed entries included:
KDM5B inhibitor	Molecule
-29%	Cc1cnc(C(=O)Oc2ccc(C#N)cc2)cn1
-8%[86.2 µM]	CNC(=O)[C@@H](Cc1ccccc1)N1CCC[C@H]1C(=O)N1CCN(C)CC1
-2%	CCCCCN(C(=O)CCC(=O)OCC(=O)NCc1ccc(OC)cc1)c1c(N)n(CCCC)c(=O)[nH]c1=O
-4%	COc1ccc(C(=O)Oc2cccc(C)c2)cc1Br
?	C[C@H](C(=O)N(C)CCC#N)C1CC[C@@]2(C)Cc3sc(NC(=O)c4cccn4C)nc3[C@@H](C)[C@@H]2[C@H]1O (stereo partly specified)
-12%	COC(=O)c1ccc(C2C(C(=O)Nc3ccccc3)=C(C)Nc3nc4ccccc4n32)cc1 (stereo unspecified)
5%	Cc1ccc(-c2nnc(Nc3cccc(Cl)c3)c3ccccc23)cc1S(=O)(=O)N1CCOCC1
26%	COc1ccc(Oc2c(C)oc3cc(OS(C)(=O)=O)ccc3c2=O)cc1
10%	CC1CCCCC1NC(=O)C1CCN(c2c3c(nc4ncnn24)CCC3)CC1 (stereo unspecified)
23%	O=C(OCc1ccc([N+](=O)[O-])cc1)C1CC2CCCC(C1)C2=O (stereo unspecified)
7%	Cc1nc2ccccc2n1N
-1%	O=C(CNC(=O)NCc1ccccc1)NCc1cccc(C(F)(F)F)c1
?	CC(=O)Oc1ccc(-c2cc3ccc(OC(C)=O)cc3oc2=O)cc1
?	Cc1ccc(S(=O)(=O)N2CCN(c3nc4ccccc4nc3-n3nc(C)cc3C)CC2)cc1
16%	CCC(COC)NC(=O)c1ccccc1OC1CCN(C(=O)COC)CC1 (stereo unspecified)
-9%	CCc1ccccc1NC(=O)Cn1c(-c2ccc(F)cc2)nc(C)c(CCO)c1=O
-3%	Cc1nc(-c2ccc(S(=O)(=O)Nc3cc(Cl)ccc3C)cc2)co1
-8%[86.2 µM]	COCCNC(=O)[C@@H]1CCC[C@@H](NC(=O)CC(C)C)CN(C)C(=O)C1
16%	O=C(c1ccccc1Br)N1CCC(CN2CCOCC2)CC1
-8%	CCN(C(=O)c1cc(S(=O)(=O)N2CCOCC2)cn1C)c1ccc(OC)cc1
-5%	CN(Cc1cc(-c2ccccc2)no1)Cc1ncccc1C(=O)O
13%	O=c1cc(-c2ccccc2)sc2c1ccc1ccccc12
11%	CCN1CC(CN(C)Cc2nc(C3CC3)no2)Oc2ccccc21 (stereo unspecified)
2%	COc1ccc(C)cc1NC(=O)C(NS(=O)(=O)c1cccs1)c1ccccc1 (stereo unspecified)
?	Cc1ccsc1CN(Cc1ccc(CN(C)S(C)(=O)=O)o1)CC(C)C
-1%	CCS(=O)(=O)c1cccc(C(=O)N2CCN(c3nc4c(C)ccc(Cl)c4s3)CC2)c1
-9%	CCCN1C(=O)C2(c3ccccc31)c1c(oc3ccccc3c1=O)C(=O)N2CCCOC(C)C (stereo unspecified)
7%	CCc1ccc(C2=C(C)C(=NCC(=O)NCc3ccc(OC)cc3)NS2(=O)=O)cc1
20%	CCCCC/C(CCCCCCC/C(CCCCC)=N/NC(N)=O)=N/NC(N)=O
?	COc1cccc(/C=N/NC(=O)CSc2cccc3cccnc23)c1
-4%	CCNC(=O)c1cccc(NC(=O)c2cc(=O)c3cc(C)ccc3o2)c1
7%	CC1(C)C2CCC1(C)C(OCC[N+](C)(C)Cc1ccccc1)C2 (stereo unspecified)
-1%	O=C(NNC(=O)c1cccs1)c1ccc(F)cc1
4%	COc1cccc(CNC(=O)Cn2c(SCC(=O)Nc3ccc(F)cc3)nc3ccccc32)c1
24%	COC[C@@H]1CN(Cc2ccc(F)c(F)c2)C[C@H]1C(=O)NC1CC1
-27%	O=C1CCCN1CCCN1C(=O)[C@@H]2C[C@@H](O)CN2C2(CN(Cc3ccc(F)cc3)C2)C1=O
8%	COCCn1c(SCc2nc(C(C)(C)C)no2)nc2sc(C)c(C)c2c1=O
28%	Cc1cc(Cl)ccc1OCC(=O)Nc1cccnc1
?	COc1ccc(CN2CC[C@@](C)(O)[C@H](N3CCCC3)C2)cc1
14%	Cc1ccc(C)c(CN2CCC(CNC(=O)CCc3nnc4ccc(N5CCOCC5)nn34)CC2)c1
11%	O=C(Cc1c[nH]c2ccccc12)N[C@@H](Cc1c[nH]c2ccccc12)C(=O)O
-27%&-12%	Cn1cc([C@@H](NC(=O)c2ccc3scnc3c2)C2CC(O)C2)cn1 (stereo partly specified)
9%	Cc1ccc2c(C)c(C(=O)Nc3nonc3-c3cccs3)oc2c1C
?	O=C(NC(=S)NC(CO)c1ccccc1)c1ccc(F)cc1 (stereo unspecified)
27%	NC(=O)[C@@H]1CN(C(=O)C2CC2)C[C@H]1COc1ccccc1

A draw from above in order of molar mass, smallest number first:
KDM5B inhibitor	Molecule
-1%	O=C(NNC(=O)c1cccs1)c1ccc(F)cc1
-1%	CCS(=O)(=O)c1cccc(C(=O)N2CCN(c3nc4c(C)ccc(Cl)c4s3)CC2)c1
14%	Cc1ccc(C)c(CN2CCC(CNC(=O)CCc3nnc4ccc(N5CCOCC5)nn34)CC2)c1

Later entries
KDM5B inhibitor	Molecule
29%	CCC(C)NC(=O)N1CCC(c2nn(CC(=O)NC)c3c2COCC3)CC1 (stereo unspecified)
5%	CCOc1ccc(S(=O)(=O)Nc2ccc3c(c2)CCCN3C(=O)c2cccs2)cc1
9%	Cc1ccc(C)c(NC(=O)C(C)SC(c2ccccc2)c2ccccc2)c1 (stereo unspecified)
9%	CC(C)(C)c1ccc(C(=O)/C=C/c2cccc([N+](=O)[O-])c2)cc1
-20%[86.2 µM]	O=c1ncn(Cc2ccccc2)c2ccc(-c3ccc(O)c(F)c3)nc12
-31%	O=C(NC1CCCC1)c1csc(N2CCN(c3cccc(Cl)c3)CC2)n1
9%	Cc1cccc(/C=N/NC(=O)c2cccs2)c1
-9%	CCCCn1cc(S(=O)(=O)c2ccc(OCC)cc2)c(=O)c2cc(F)ccc21
19%	Cc1cccc(NC(=O)Cc2nc(-c3ccccc3)oc2C)n1
-15%	COc1cc(NC(=O)NCc2ccc(Cl)cc2Cl)cc(OC)c1OC
-11%	Cc1ccc(Cl)cc1N1CCN(C(=O)C2CCN(S(=O)(=O)c3ccc4c(c3)oc(=O)n4C)CC2)CC1
-21%	COc1cccc(N2CCN(C(=O)Cn3ncc4c(=O)oc5ccccc5c43)CC2)c1
?	COc1cccc(C(=O)Nc2cnc(-c3ccccc3)nc2)c1
-17%	CC(=O)NCCc1ccc(C(=O)COC(=O)c2cc(C)ccc2O)s1
0%	Cc1ccc(Nc2nc(N)nc(CN3CCN(Cc4ccccc4)CC3)n2)cc1Cl
32µM*	CC(C)CNc1ccc2c(n1)C(C)(C(=O)N1CCOCC1)CN(Cc1ccccc1)C2 (stereo unspecified)
3%	O=C(Nc1ccc2oc(-c3ccc(O)c(Br)c3)nc2c1)c1cc2ccccc2o1
-5%	CC1=C(C(=O)OC2CCCC2)C(c2cccc(Cl)c2Cl)CC(=O)N1 (stereo unspecified)
-16%[115 µM]	O=C(C1CCCC1)N1CC2(CCCN(CC3CCCCC3)C2)Cc2ccccc21 (stereo unspecified)
-2%	CN1C(=O)CS(=O)(=O)C12CCN(C(=O)c1cc(F)ccc1F)CC2
-25%	Clc1cccc(CN2CCc3ccccc3C2)c1
?	Cc1ccc(C2C3=C(CC(C)(C)CC3=O)Nc3c2c(=O)[nH]c(=O)n3Cc2ccccc2)cc1 (stereo unspecified)
?	COC(=O)[C@@H]1Cc2ncn(Cc3ccccc3)c2CN1S(=O)(=O)c1cccc2c(N(C)C)cccc12
8%	COc1cc(CNC(=O)N2CCN(S(=O)(=O)c3ccc(Cl)s3)CC2)ccc1OC(F)F
-25%	CC(C)CN1C(=O)c2cccn2CC1C(=O)NCc1cccc(C(F)(F)F)c1 (stereo unspecified)
0%	Cc1nc(-c2csc(S(=O)(=O)NCc3ccc(Br)cc3)c2)no1
-13%	COc1cc(NC(=O)COC(=O)CCOc2ccc(C)cc2)cc(OC)c1
-35%	CC1=C(C(=O)Nc2ccccc2Cl)C(c2cccs2)n2ncnc2N1 (stereo unspecified)
8%	O=C(O)c1ccc(CN2Cc3[nH]cnc3C[C@H]2c2nc(-c3cccc([N+](=O)[O-])c3)no2)cc1
3%	COCCn1c(=O)[nH]c2cc(C(=O)N3CCN(c4cccc(C)c4C)CC3)ccc2c1=O
6%	Cc1ccc(C)c(-c2csc(NC(=O)CSc3nc4ccccc4o3)n2)c1
-46%	Cc1ccc(Cl)cc1N1CCN(C(=O)c2ccc3c(c2)N(Cc2ccccc2)CCS3)CC1
3%	Cc1ccc(Cn2c(C(=O)O)c(CNCCc3cccs3)c3ccc(C)cc32)cc1
?	CCOc1cc(-c2nnc(SCC(=O)NC3CCCC3)nc2-c2ccc(OC)c(OCC)c2)ccc1OC
-16%	CSc1nsc(SCCC(=O)NCc2ccccc2)n1
18%&1%	Cc1ccc(NC(=O)Cn2cnc3c2c(=O)n(C)c(=O)n3C)cc1C
?	O=C(Cn1cnc2sccc2c1=O)N1N=C(c2ccc(Cl)cc2)CC1c1ccco1 (stereo unspecified)
-6%	O=S(=O)(Nc1nc2ccccc2nc1Nc1ccc(Br)cc1)c1cccs1
-7%	COc1ccc(CCN2C(=O)N(c3cccc(OC)c3)C(=O)C2CC(=O)Nc2ccccc2)cc1 (stereo unspecified)
12%	COP(=O)(OC)c1nc(Cc2ccc(Cl)cc2)oc1NCc1ccc2c(c1)OCO2
21%	Cc1cc(S(=O)(=O)N2CCOCC2)ccc1OCC(=O)Nc1ccc(F)c(Cl)c1
8%	O=C(NC1C[C@H]2CC[C@@H](C1)N2C(=O)Cc1ccccc1)c1ccncc1 (stereo partly specified)
-16%	CCOC(=O)c1ccc(NC(=O)C(Cc2ccccc2)N2Cc3ccccc3C2=O)cc1 (stereo unspecified)
?	CCCn1nc(C)cc1CN(CC)C(=O)c1cc[nH]c1C1CCCNC1 (stereo unspecified)
?	CCOC(=O)c1ccc(CN(Cc2ccc(F)cc2)S(=O)(=O)c2ccc(F)c(C(=O)Nc3cc(Cl)ccc3OC)c2)cc1
-5%	Cc1ccccc1S(=O)(=O)N1CCCC(CCC(=O)NCC2CCCCC2)C1 (stereo unspecified)
?	Cc1ccc(S(=O)(=O)NCCc2csc(-c3cccc(F)c3)n2)cc1
8%	c1ccc(-n2cc(CN3CCCN(Cc4cccs4)CC3)nn2)cc1
0%	CC(C)c1nncn1C1CCN(S(=O)(=O)c2ccccc2F)CC1
-4%	COc1cc(C(C)=O)ccc1COc1ccc(C(=O)OCc2ccc(Br)cc2)cc1OC
-24%[86.2 µM]	CC#CCn1cc2c3c(cccc31)[C@H](CC(C)C)N[C@H](C(=O)NCCC)C2
-27%	COc1ccc(NC(=O)c2oc3ccccc3c2NC(=O)c2cc3ccccc3o2)c(OC)c1
-6%	O=C(Cc1scnc1-c1cccs1)NCCc1ccccc1F
-3%	CCOC(=O)C1=CN(CC(=O)Nc2ccc(C)c(C)c2)S(=O)(=O)N=C1C
23%	CC(=O)N1CCN(C(=O)c2ccc3c(c2)OCCO3)CC1
29%	Clc1nccc(NCc2ccccc2)n1
-1%	Cc1c(F)cccc1NC(=O)c1nn(C)c(=O)c2ccccc12
-3%	CC1=C(C(=O)Nc2ccccc2)C(c2ccccc2F)n2ncc(C(=O)Nc3ccccc3)c2N1 (stereo unspecified)
0%&-4%	Cc1ccc2c(=O)cc(C(=O)N(Cc3ccc(C(C)(C)C)cc3)C3CCS(=O)(=O)C3)oc2c1 (stereo unspecified)
12%	O=C(O)/C=C/c1cccc([N+](=O)[O-])c1

Additional structures:
KDM5B inhibitor	Molecule
-2%	COC(=O)c1ccc(N/C=C/C(=O)c2ccc(Cl)c(Cl)c2)cc1
-15%	CC(C)OCCCNC(=O)Cc1ccc(NC(=O)N2CCCCc3ccccc32)cc1
8%	CCC(C)NC(=O)c1cccc2c(=O)c(C)c(-c3ccccc3)oc12 (stereo unspecified)
?	CCOc1cc(/C=C(\C#N)C(=O)Nc2ccc(OC)cc2)ccc1OCc1cc(=O)n2nc(CC)sc2n1
19%	Cc1ccc(N2CC(C)N(C(=O)c3ccc(-n4cnnn4)cc3)CC2=O)cc1 (stereo unspecified)
35µM*	COC(=O)[C@@H]1Cc2ncn(Cc3ccc(Cl)cc3)c2CN1CCCc1ccccc1
5%	Cc1cc2nc(CSc3nc4ccc(NC(=O)C5CCCCC5)cc4s3)cc(=O)n2o1

High-throughput results as filed in PubChem BioAssay.

This is a subset, so the mix of outcomes need not match the whole.
